Bioassay records deposited in PubChem by Fisher Drug Discovery Resource Center.
hcGAS lum: Primary biochemical luminescence assay for human cyclic GMP-AMP synthase inhibitors; Q8N884; recombinant h-cGAS, ATP depletion, Kinase-Glo luminescence; inhibition, % at 12.5 µM; 290,000 tested, 0.081% active; AID 1259398, 2018;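 note: 0% = vehicle reaction and 100% = reaction without DNA for no activity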
Target sequence (Q8N884 whole entry, looked up): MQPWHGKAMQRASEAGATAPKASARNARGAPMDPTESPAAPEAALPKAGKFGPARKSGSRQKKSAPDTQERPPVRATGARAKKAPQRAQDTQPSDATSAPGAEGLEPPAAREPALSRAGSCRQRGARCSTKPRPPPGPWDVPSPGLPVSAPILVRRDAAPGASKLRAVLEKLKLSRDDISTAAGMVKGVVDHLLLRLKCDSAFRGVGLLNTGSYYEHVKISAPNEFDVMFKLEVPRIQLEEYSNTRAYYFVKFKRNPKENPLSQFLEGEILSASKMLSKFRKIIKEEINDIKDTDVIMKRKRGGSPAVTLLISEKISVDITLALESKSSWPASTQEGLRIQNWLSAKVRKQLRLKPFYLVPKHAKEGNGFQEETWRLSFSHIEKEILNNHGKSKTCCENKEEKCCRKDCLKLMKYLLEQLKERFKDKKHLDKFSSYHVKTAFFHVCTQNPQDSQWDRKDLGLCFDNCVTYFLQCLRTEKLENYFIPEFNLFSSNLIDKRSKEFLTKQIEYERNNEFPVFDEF
mcGAS lum: cyclic GMP-AMP synthase inhibitors, mouse, primary biochemical chemiluminescence; Q8C6L5; recombinant cGAS, Kinase-Glo ATP depletion luminescence; inhibition, % at 12.5 µM; 160,000 tested, 0.15% active; AID 1259399, 2018;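 note: 0% = negative control wells and 100% = reference inhibitor with no enzyme activity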
NPYLR7 ag: agonists of mosquito NPYLR7 receptor, primary screen, cell-based, Aedes aegypti, calcium fluorescence, mosquito biting behavior; Aedes aegypti neuropeptide Y-like receptor 7 (NPYLR7); activation, % at 10 µM; AID 1259423, 2018; HEK293T NPYLR7/Galpha15, GCaMP6s calcium fluorescence; 270,000 tested, 0.15% active; in the data active = activation above about 40%;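 note: 0% = vehicle and 100% = reference agonist at the receptor; some compounds past the cut are filed as inactive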
* hit, by the source's call; · = no result given; & = joins results of further samples. Cut-off read from the data, not from the text of the source, unless noted: active = inhibition above about 40%; inactive = the rest.

SMILES	hcGAS lum	mcGAS lum	NPYLR7 ag
CN(CCCc1cnn(C)c1)S(=O)(=O)NCc1ccccc1	-4.6	·	5.5
COc1ccc(CN2CCCn3cccc3C2c2ccc([N+](=O)[O-])cc2)cc1OC (stereo not given)	-8.9	-7.8	21.0
COc1cccc2c1OCCCN(Cc1cn[nH]c1C(=O)O)C2	-6.3	·	21.3
CCN1CCC[C@H]1CNc1nc(-c2ccccn2)nc2c1CCN(C(C)=O)C2	-5.6	-1.2	0.4
COC(=O)C1=C(C)N(c2ccc(Cl)cc2)C(=S)NC1c1cc(OC)c2c(c1)OCO2 (stereo not given)	-7.1	·	1.0
COc1ccc(Cl)cc1-n1nnc(C(=O)Nc2ccc(C)cc2)c1C	-0.5	0.1	-0.4
COc1ccc(C(=O)CNc2ccccc2C(C)=O)cc1	-6.9	·	1.8
NS(=O)(=O)c1ccc(NC(=O)CSc2nc3ccccc3[nH]2)cc1	-7.4	-5.1	-3.2
CCc1nc(NC(=O)NCc2ccc(C)o2)nn1C	-5.7	·	10.8
O=C(Nc1nnc(C2=COCCO2)o1)c1cc(Cl)cc(Cl)c1	9.0	3.0	-2.7
Cc1ccc(OCCC(=O)NC2CCc3[nH]c4cc(Cl)cc(Cl)c4c3C2)cc1 (stereo not given)	-3.2	-3.9	18.4
Clc1ccc(-c2noc(CN3CCSCC3)n2)cc1	1.5	·	-2.0
CC(NCc1ccc(-n2ccnc2)cc1)c1ccccc1F (stereo not given)	-7.0	·	11.7
Cc1cc(C)nc(SCc2ccc(C(=O)N3C4CCC3CC(Oc3cccc(C#N)c3)C4)cc2)n1 (stereo not given)	-4.0	0.6	-7.6
CCc1ccc(C2CCCCCN2C(=O)C2CC2c2cccnc2)o1 (stereo not given)	-4.6	·	2.0
CC(C)=CC(=O)N1CC[C@@H](c2sccc2C)[C@H](O)C1	-4.6	·	5.4
Cc1ccc(NS(=O)(=O)c2ccc3c(c2)CCC(=O)N3)c(F)c1	-10.7	·	-7.1
CCc1ccc(NC(=O)CN2CCc3cc(S(N)(=O)=O)ccc32)cc1	-2.5	·	-6.6
O=C1CCCN1c1ccc(S(=O)(=O)Nc2ccc(F)cc2Cl)cc1	-10.3	-7.1	-0.2
Cc1ccccc1C(C)NC(=O)CN1CCc2sccc2C1C (stereo not given)	-0.6	·	0.0
CCOc1ccc(C2CCCN2C(=O)COc2ccccc2C#N)cc1 (stereo not given)	-11.0	·	9.2
Cc1cc(C(=O)O)ccc1NS(=O)(=O)c1cccc(S(=O)(=O)N(C)C)c1	-4.5	·	6.3
O=C1OCCCN1CCn1ccnc1-c1ccccn1	-5.3	-12.1	12.0
Cc1cccc(-n2nc(C(=O)N(C)C3CCCCC3)c(=O)n(Cc3ccccc3F)c2=O)c1	-3.1	-4.7	14.5
Cc1cc(=O)n2nc(C)c(=O)n(N)c2n1	3.7	·	-3.7
Cc1nc(N2CCC(NCC3OCCc4ccccc43)CC2)nc2cc(S(C)(=O)=O)ccc12 (stereo not given)	-7.0	-11.5	35.6
Cc1ccc(Cc2nc(CSc3nc4ccc([N+](=O)[O-])cc4s3)cs2)cc1	-2.1	-3.6	24.6
COc1ccc(CN(CCc2c[nH]c3ccccc23)C(=O)CN(C(=O)c2cccc(C(F)(F)F)c2)C(C)C)cc1	2.4	-3.5	12.6
CCc1ccc(NC(=O)N2CCC3(CC2)C(=O)N(CC(=O)NCC2CCCO2)CN3c2ccccc2)cc1 (stereo not given)	-2.6	-6.1	6.1
O=C(NCCOc1cc(N2CCCC2)ncn1)NCc1ccccc1	-5.7	·	-1.6
O=S(=O)(Nc1cccc2ccccc12)c1ccccc1Br	-9.2	·	2.2
COc1cc2c(cc1C(=O)NCc1cccnc1N(C)C)CCC2	-4.4	·	5.8
CCOC(=O)c1c(C)[nH]c(C(=O)COC(=O)Cn2c(C)csc2=O)c1C	-3.2	·	-1.9
C/C=C/C=C/C(=O)NC(c1ccc(S(C)(=O)=O)cc1)c1ccc2c(c1)CCO2 (stereo not given)	-8.6	-4.1	-4.1
COC(=O)c1ccccc1N(C)C(=O)C(C)N1C(=O)c2ccccc2S1(=O)=O (stereo not given)	-3.4	·	-3.3
CCc1c(C)nc(-n2nc(C)cc2C)n(CC(=O)NCCc2ccccc2)c1=O	-4.0	-8.6	0.3
CCC(C)NC(=O)C1CSCN1S(=O)(=O)c1ccc(C)cc1C (stereo not given)	-1.1	·	1.0
C=CCNC(=O)C(NC(=O)c1cccc(C)c1)C1CCN(S(=O)(=O)c2ccc(C)cc2)CC1 (stereo not given)	-3.5	-5.6	12.7
CC(=O)c1c(C(C)=O)c(C)n(CCCCn2c(C)c(C(C)=O)c(C(C)=O)c2C)c1C	-3.2	·	2.8
COc1ccccc1CCNC(=O)C1CCN(c2cc3oc4ccccc4c3cc2OC)C1=O (stereo not given)	-2.1	·	3.5

Copied from the results shown (five entries):
SMILES	hcGAS lum	mcGAS lum	NPYLR7 ag
CCc1c(C)nc(-n2nc(C)cc2C)n(CC(=O)NCCc2ccccc2)c1=O	-4.0	-8.6	0.3
CCC(C)NC(=O)C1CSCN1S(=O)(=O)c1ccc(C)cc1C (stereo not given)	-1.1	·	1.0
C=CCNC(=O)C(NC(=O)c1cccc(C)c1)C1CCN(S(=O)(=O)c2ccc(C)cc2)CC1 (stereo not given)	-3.5	-5.6	12.7
CC(=O)c1c(C(C)=O)c(C)n(CCCCn2c(C)c(C(C)=O)c(C(C)=O)c2C)c1C	-3.2	·	2.8
COc1ccccc1CCNC(=O)C1CCN(c2cc3oc4ccccc4c3cc2OC)C1=O (stereo not given)	-2.1	·	3.5

New compounds follow
SMILES	hcGAS lum	mcGAS lum	NPYLR7 ag
CC(C)N(C)Cc1nnnn1CC(=O)N1CCN(C(=O)c2cccs2)CC1	-3.8&-6.6	·	17.7&5.9
CC(C)C1CN(C(=O)CCn2ccc(=O)[nH]c2=O)CCCN1CC1CC1 (stereo not given)	-4.3	-10.9	8.3
c1ccc(CCNC2=NCCS2)cc1	-8.4	-9.7	2.9
Cc1cc(C)n(-c2cccc(-c3nccn3C(C)c3ncnn3C)c2)n1 (stereo not given)	-9.1	·	3.0
CC(C)N(CCSc1ccccc1)C(=O)c1ccc2[nH]c(=O)c(=O)[nH]c2c1	-7.7	-7.6	2.8
Cc1cccc(OCCCn2c(CCCO)nc3ccccc32)c1	-5.3	-4.6	-1.9
COc1ccc(C2CCCN2C2=NCc3cnn(C(C)(C)C)c3N2)cc1 (stereo not given)	-17.8	·	6.6
Cc1cccc(-c2noc(CN(C)Cc3ccc(Oc4ncccn4)cc3)n2)c1	-9.1	·	5.4
COc1cc(OC)c(CN(C)C(C)c2nc(C)sc2C)c(OC)c1 (stereo not given)	-3.6	0.7	2.3
CCn1c(CC2CCN(Cc3nccn3C)CC2)n[nH]c1=O	-7.0	·	0.1
COCc1c(C(=O)OCC(N)=O)sc2cccc(F)c12	-2.2	·	-2.9
OC(COCc1ccccc1)CN1CCCCC1 (stereo not given)	0.5	-3.1	2.8
COc1cc(C2Nc3ccccc3-c3nnc(SC)nc3O2)cc(Br)c1OC (stereo not given)	-8.8	-2.5	-1.3
Cc1cc([N+](=O)[O-])nn1CC(=O)N1CCN(Cc2ccccc2)CC1	7.2	·	-1.9
O=C(NCc1ccc(Cl)cc1)c1cncn1-c1cccc(-c2cccc(OC(F)(F)F)c2)c1	0.2	-4.5	7.0
Clc1ccc(-c2noc(CN3CCCSc4ccccc43)n2)cc1	-7.0	·	0.7
CCCCCn1c(=S)[nH]c2sc3c(c2c1=O)CCC3	-2.8	·	6.3
CC(C)(C)c1cc2nc(-c3ccc(F)cc3)cc(C(=O)Nc3ccccc3F)n2n1	-6.5&-2.7	-6.3&-5.8	1.7&19.2
CCCCc1ccc(Nc2nnc(SCC(=O)NCC)s2)cc1	-1.4	-4.6	2.3
CCCN1C(c2ccccc2F)=NS(=O)(=O)c2cc(N)ccc21	-7.2	·	23.7

4 structures already listed, arranged by molar mass, low to high:
SMILES	hcGAS lum	mcGAS lum	NPYLR7 ag
OC(COCc1ccccc1)CN1CCCCC1 (stereo not given)	0.5	-3.1	2.8
Clc1ccc(-c2noc(CN3CCSCC3)n2)cc1	1.5	·	-2.0
O=S(=O)(Nc1cccc2ccccc12)c1ccccc1Br	-9.2	·	2.2
CCc1c(C)nc(-n2nc(C)cc2C)n(CC(=O)NCCc2ccccc2)c1=O	-4.0	-8.6	0.3

(further entries)
SMILES	hcGAS lum	mcGAS lum	NPYLR7 ag
Cc1ccc(C(=O)N2CCC3(CCCO3)CC2)cc1N1CCNC1=O	-6.6	-14.9	9.5
O=C1NCCN(C(=O)Cc2ccc(Cl)cc2Cl)C1c1cccs1 (stereo not given)	1.8	·	2.2
Cc1cccc(N=Cc2nc(-c3ccccc3)oc2O)c1	0.5	3.9	-9.5
COC(=O)c1cc(C(=O)OC)cc(N2C(=O)c3ccc(-c4nc5ccccc5c(=O)o4)cc3C2=O)c1	-6.7	-8.9	4.6
Cc1ccc(C)c(OCCCC(C)(C)C(=O)NCCCOc2cccc([N+](=O)[O-])c2)c1	-5.9	-3.5	-13.3
Cc1cc(C)n(-c2cccc(CN3CCC(N)(C(=O)O)C3)c2)n1 (stereo not given)	-3.9	·	7.3
COCCN(Cc1nccs1)C(=O)CC1COCCN1 (stereo not given)	-4.0	·	6.4
COC(=O)c1cccc(CSc2nnc(-c3ccccc3F)n2-c2ccccc2C)c1	-2.2	-4.0	-1.6
COC12C=C(C)C(C(C)=C1)c1c(F)c(F)c(F)c(F)c12	-7.2	·	4.9
CCOC(=O)N1CCN(C(=O)CSc2ccc3nnc(-c4ccc(OCC)cc4)n3n2)CC1	-6.1	-7.1	15.2
CCc1noc(C)c1C(=O)N1CCC(O)(CN(C)C)C1 (stereo not given)	-5.9	·	18.3
O=C(NCCCN1CCCC1=O)C(C1CCCC1)N1CCN(C(=O)CCc2ccccc2)CC1 (stereo not given)	-1.8	·	-0.6
Cn1cc(NC(=O)CN2CCc3onc(-c4ccc5c(c4)OCO5)c3C2)cn1	-3.3	-10.3	-6.5
CC(C)C[C@@H](CO)n1ccnc1-c1ccccc1Cl	-5.8	-11.1	19.2
Cc1[nH]c(=O)[nH]c(=O)c1CN1CCC2(CCCN(CCC3CCCCC3)C2)C1 (stereo not given)	-2.2	·	19.7
CCCCn1c(C)cn2c3c(=O)n(CCC(=O)OCC)c(=O)n(C)c3nc12	-8.1	·	3.5
CCOC(=O)COc1cc2c(-c3cc4ccccc4o3)cc(=O)oc2cc1C	-3.4	-5.9	0.2
CC(C)NC(=O)C1(C)CCN1Cc1cccc(C#N)c1 (stereo not given)	-15.1	·	2.7
O=C(NCCO)Nc1cc(Cl)ccc1SCC(F)(F)F	-10.8	-17.5	-1.8
CC(=O)Nn1cnc2c(cnn2-c2cccc(Cl)c2)c1=O	-12.1	·	4.8
Cn1c(=O)c2c(SCC(=O)Nc3ccccc3F)nc(-c3ccccc3F)nc2n(C)c1=O	-0.9	-2.9	-5.0
CCn1ccc(C(=O)N2CCc3c(nc(-c4ccccn4)nc3N(C)C)C2)n1	-2.5	·	1.1
CC1(C2CC2)NC(=O)N(CC(=O)NCc2ccc(-c3ccc(Cl)cc3)o2)C1=O (stereo not given)	-10.4	·	10.9
CCCCOc1ccc(C(=O)Nc2c(C)nc3ccccn3c2=O)cc1	-10.3	·	0.8
CNC(=O)c1ccc(S(=O)(=O)NC(c2ccc3c(c2)OCCCO3)C(C)C)cc1 (stereo not given)	-4.9	·	0.0
Cc1noc(C)c1NC(=O)C(C)(C)Oc1cccc(Cl)c1	-2.8&-14.0	·	5.5&4.6
CC(OC(=O)CCS(=O)(=O)c1ccccc1Cl)C(N)=O (stereo not given)	-4.2	·	1.3
CN1CCCc2cc(C(CNS(=O)(=O)c3cccs3)N(C)C)ccc21 (stereo not given)	-1.3	-8.9	6.8
COc1cccc(-c2nnc(SCc3ccc(C(=O)NCc4ccncc4)cc3)n2-c2ccccc2F)c1	-8.5	-4.6	20.0
Cc1ccc(-n2c(Cc3ccccc3)nnc2SCC(=O)N2CCOCC2)cc1	-7.8	-6.3	9.3
CC(=O)C[N+]1=C(C)c2ccc(C)n2CC1	-9.5	·	0.1
Cc1nc(C(=O)N2CCC3(CCCN(CC4CCC4)C3=O)C2)cs1 (stereo not given)	-10.2	-14.5	16.9
CC=CCn1c(SCC(=O)OCc2ccccc2)nc2c1c(=O)[nH]c(=O)n2C	-2.7	-3.9	-3.4
CC(=O)NCCCC(=O)N1CCCN(C2CCCCC2)CC1	-2.8	-15.8	0.6
Cc1cc(C(=O)COC(=O)C2CC3CCCC(C2)C3=O)c(C)n1C (stereo not given)	-5.0	·	2.4
O=C(c1ccnc(Cl)c1)N1CCN(c2nccc(-c3ccco3)n2)CC1	-0.6	-4.4	3.0
O=C(C1CCCN(C2CCN(c3cccc(Cl)n3)CC2)C1)N1CCOCC1 (stereo not given)	-11.7	-5.5	·
CCOC(=O)c1ccc2c(c1)nc(SCc1ccc(Br)cc1)n2Cc1cccc(F)c1	-3.0	-5.7	3.8
CCCCCCSc1nnc2nc(C)cc(C)n12	-9.1	·	-3.7
Cc1cccc(-c2cnc(C(O)c3ccc(F)c(C)c3)[nH]2)c1 (stereo not given)	-8.0	·	2.3
C[N+]1=C2C=CC=CC=C2OC12C([N+](=O)[O-])=CC([N+](=O)[O-])c1ccccc12 (stereo not given)	-11.5	·	-12.2
